# ERG Ets-DNA blk – qHTS for Small Molecule Inhibitors of the ERG Ets/DNA interaction; Transcriptional regulator ERG (Homo sapiens), P11308; fluorescence polarization, His-ERG Ets domain / labelled DNA; Potency, µM (series often up to 76.9 µM), for the others: at the top dose FP activity, negative = inhibition, most hits filed as inhibitors; 370,000 compounds, 0.028% hits; AID 624246, 2012; active = well fitted inhibition curve with a large enough effect in the polarisation, with a control signal flat; inconclusive = small, poorly fitted or top-dose-only effect, or effect the other way, or a change in a side signal; inactive = no such curve, though single readings can be large or run the other way; the % refers to the polarisation;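 also: polarization taken with two DNA probes labelled with fluorescein and Texas red; potency is read from the fitted curve at half-maximal effect; % of control where 0% means no effect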
# Target sequence (P11308 whole entry, looked up, the tested form may be a part): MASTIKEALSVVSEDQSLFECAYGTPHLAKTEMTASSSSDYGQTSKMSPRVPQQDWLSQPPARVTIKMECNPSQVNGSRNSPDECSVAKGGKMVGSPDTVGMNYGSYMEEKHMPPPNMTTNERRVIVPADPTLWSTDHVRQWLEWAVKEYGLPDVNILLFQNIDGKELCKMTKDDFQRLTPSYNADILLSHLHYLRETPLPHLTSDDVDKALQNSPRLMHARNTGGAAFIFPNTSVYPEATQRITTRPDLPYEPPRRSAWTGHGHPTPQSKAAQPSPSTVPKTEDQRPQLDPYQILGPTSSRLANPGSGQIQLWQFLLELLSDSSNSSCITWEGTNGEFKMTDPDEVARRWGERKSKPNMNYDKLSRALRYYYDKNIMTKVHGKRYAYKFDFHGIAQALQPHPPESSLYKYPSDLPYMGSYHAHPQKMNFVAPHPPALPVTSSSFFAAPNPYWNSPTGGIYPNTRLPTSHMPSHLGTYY
#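 His-tagged ERG Ets domain (1 uM in the protein solution; 300mM KCl, 50mM Tris-HCl, 1mM EDTA, 1mM DTT, pH 7.5) received compound, then a probe mix of 5 nM fluorescein-DNA and 100nM Texas-615-DNA. Fluorescence polarization was read for both dyes.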
# Pol kappa inh – qHTS for Inhibitors of Polymerase Kappa; DNA polymerase kappa (Homo sapiens), Q9UBT6; Potency, µM (titrated, usually from 107 µM), for inactives: at the top dose activity, negative = inhibition, usual class: inhibitors; AID 588579, 2011; purified Pol kappa, fluorescent DNA synthesis assay, 10 min; 400,000 compounds, 0.53% hits; also: potency is read from the fitted curve at half-maximal effect; % is scaled to controls: 0 for no effect and ±100 for the full control effect
#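 Enzyme at 10 nM met test compounds for 15 min at room temperature. Substrate addition (50 nM final) began the reaction, which was monitored by fluorescence at 0 and 10 min.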
# Anesthetic bind – qHTS Assay for Identification of Novel General Anesthetics; Ferritin light chain (Equus caballus), P02791; apoferritin/1-aminoanthracene competitive binding, fluorescence; Potency, µM (titrated, usually from 77.5 µM), without a hit: at the top dose activity change, negative = displacement, most hits filed as inhibitors; 350,000 compounds, 0.074% hits; AID 485281, 2010; also: potency is read from the fitted curve at half-maximal effect; % is scaled to controls: 0 for no effect and ±100 for the full control effect; nearly all actives have a fitted effect of over 20% in size
#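 Read-out: endpoint 1-AMA fluorescence, excitation 380 nm and emission 535 nm, after compounds sit 10 min at room temperature with 10 uM horse-spleen apoferritin in 50% saturated 1-AMA/PBS. Values come from four-parameter Hill fits.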
# RGS4 inh – Inhibitors of Regulator of G Protein Signaling (RGS) 4: qHTS; Regulator of G-protein signaling 4 (Homo sapiens), P49798; Transcreener GDP fluorescence polarization, RGS4-accelerated GTP hydrolysis; Potency, µM (doses to about 114 µM), for the others: at the top dose activity change, negative = inhibition, most hits filed as inhibitors; 390,000 compounds, 0.039% hits; also: potency is read from the fitted curve at half-maximal effect; % is scaled to controls: 0 for no effect and ±100 for the full control effect; nearly all actives have a fitted effect of over 75% in size; some results filed as inactive show a strong effect at the top dose
# Target sequence (P49798 whole entry, looked up): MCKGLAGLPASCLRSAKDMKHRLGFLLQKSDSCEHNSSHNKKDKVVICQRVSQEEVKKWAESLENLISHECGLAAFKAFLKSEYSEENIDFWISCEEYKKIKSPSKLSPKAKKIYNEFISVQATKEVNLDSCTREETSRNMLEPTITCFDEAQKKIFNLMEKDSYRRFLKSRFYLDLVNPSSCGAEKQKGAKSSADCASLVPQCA
#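 MLSMR compounds (23 nl, pin-transferred) preincubated 10 min at room temperature with a 500nM (2x) first reagent, then RGS4 at 900nM (2x) plus Transcreener GDP mix added; fluorescence polarization (620/688 nm) read before and after 90 min at 30 °C.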
# 12-LOX inh – Primary qHTS assay for inhibitors of human arachidonate 12S-lipoxygenase (ALOX12): Round 2 | Polyunsaturated fatty acid lipoxygenase ALOX12 (Homo sapiens), P18054 | purified 12hLO, xylenol orange hydroperoxide absorbance | Potency, µM (highest dose often 108 µM), for inactives: at the highest dose activity change, negative = inhibition, usual class: inhibitors | 580,000 compounds, 1.1% hits | AID 1671190, 2021; also: potency is read from the fitted curve at half-maximal effect; % is scaled to controls: 0 for no effect and ±100 for the full control effect
#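 Purified human 12hLO (150 nM final) in 25 mM Hepes, 0.01% Triton X-100, pH 7.0 was preincubated 15 min at room temperature with compound. Then 40 uM arachidonic acid was added, 30 min. Hydroperoxide was read by Fe-XO absorbance ratio 573/405 nm.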
# Pol eta inh – qHTS for Inhibitors of Polymerase Eta; DNA polymerase eta (Homo sapiens), Q9Y253; recombinant Pol eta, fluorescent DNA replication assay; Potency, µM (series often up to 114 µM), for inactives: at the top dose activity change, negative = inhibition, hits mostly inhibitors; 390,000 compounds, 1.2% hits; also: potency is read from the fitted curve at half-maximal effect; % is scaled to controls: 0 for no effect and ±100 for the full control effect
#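 Pol eta at 10 nM preincubated with compounds 15 min at room temperature; reaction started with fluorescent substrate (50 nM final) and read kinetically at 0 and 10 min.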
# POLB inh – qHTS Assay for Inhibitors of DNA Polymerase Beta; Potency, µM (titrated, usually from 114 µM), inactives show at the highest dose activity change, negative = inhibition, most hits filed as inhibitors; 340,000 compounds, 1.3% hits; P06746; Pol beta primer extension/strand displacement, fluorescence kinetic; also: potency is read from the fitted curve at half-maximal effect; % is scaled to controls: 0 for no effect and ±100 for the full control effect
#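 Human Pol beta at 10 nM; strand-displacement substrate 50 nM final. Compound exposure 15 min at room temperature before start, reaction 10 min at room temperature.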
# APEX1 inh – qHTS Assay for Inhibitors of the Human Apurinic/apyrimidinic Endonuclease 1 (APE1); DNA repair nuclease/redox regulator APEX1 (Homo sapiens), P27695; recombinant APE1, TAMRA/BHQ-2 abasic DNA cleavage fluorescence; Potency, µM (titrated, usually from 65.8 µM), inactives show at the highest dose activity change, negative = inhibition, most hits filed as inhibitors; 350,000 compounds, 0.35% hits; AID 2517, 2012;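 also: potency is read from the fitted curve at half-maximal effect; plate controls were vehicle for no effect and reference inhibitor for full effect; nearly all actives have a fitted effect of over 55% in size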
# Target sequence (P27695 whole entry, looked up): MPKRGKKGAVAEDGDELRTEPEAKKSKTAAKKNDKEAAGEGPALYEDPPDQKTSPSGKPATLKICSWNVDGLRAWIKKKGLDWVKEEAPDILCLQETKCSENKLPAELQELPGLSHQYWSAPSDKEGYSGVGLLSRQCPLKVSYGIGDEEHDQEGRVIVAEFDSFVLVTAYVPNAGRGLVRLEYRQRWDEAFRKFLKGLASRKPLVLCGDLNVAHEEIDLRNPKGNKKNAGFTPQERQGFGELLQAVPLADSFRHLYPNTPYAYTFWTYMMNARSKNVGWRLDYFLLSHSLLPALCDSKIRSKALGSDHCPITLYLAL
#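 Endonuclease cleavage of a quenched abasic-site DNA duplex (50 nM) by APE1 (0.75 nM) was tracked by TAMRA dequenching. Compounds were preincubated with enzyme 15 min at room temperature; data normalized to buffer-only and DMSO wells plus NSC13755 control.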
# LDHA block – qHTS assay for inhibitors of human lactate dehydrogenase; L-lactate dehydrogenase A chain (Homo sapiens), P00338; purified LDHA, NADH/diaphorase-resazurin fluorescence; active compounds read low; activity change, % (values are at about 110 or 230 µM); 480,000 compounds, 0.15% hits; AID 1347041, 2019; in the data active = activity change below about -30%; inconclusive = mostly about -25% to -30%;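 also: plate controls were DMSO wells for no effect and wells without enzyme for full effect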
#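 Human LDH5 (2 nM) was incubated with 0.06 mM NADH and 0.2 mM pyruvate for 5 min at room temperature in Tris pH 7.4. Remaining NADH was coupled through diaphorase/resazurin, and resorufin fluorescence was read at 0 and 20 min.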
# The depositor's hits bear a star; i = inactive; ? = inconclusive; / = no result given; [ ] = remark or other dose. Unless noted, calls follow the shape of the dose curve; as a rule, active = well fitted curve in the direction sought with a large enough effect; inconclusive = small, poorly fitted or top-dose-only effect, or another doubt; inactive = no such curve, though single readings can be large; an effect the other way counts as inactive or inconclusive. This is a subset; rates above refer to the full screens.
1	COc1ccccc1OCC(=O)NCc1nc(-c2ccc(Cl)cc2)no1
2	CC1CCCCC12NC(=O)N(CC(=O)OCc1ccccc1F)C2=O (stereo not given)
3	CCN1CCN(C(c2cc3cccc(C)c3[nH]c2=O)c2nnnn2Cc2ccccc2)CC1 (stereo not given)
4	CCn1ccnc1CNC(=O)CC1C(=O)NCCN1Cc1ccc(OC)cc1OC (stereo not given)
5	c1ccc(N2CCN(CC3CCCCC3)CC2)cc1
6	Cc1sc(-c2ccncc2)nc1OC(=O)c1ccc(Cl)cc1
7	O=C(O)/C=C/c1cccc(NC(=O)c2ccccc2)c1
8	Cc1noc(C)c1CSCC(=O)N(C)CC(=O)Nc1ccc(Cl)c(C(F)(F)F)c1
9	COc1ccc(OC)c(S(=O)(=O)Nc2ccc(-c3ccc4nnc(C)n4n3)cc2)c1
10	COCCCN1CN(Cc2ccccc2)CNC1=S

assay / entry	1	2	3	4	5	6	7	8	9	10
ERG Ets-DNA blk	-1%	-26%	-7%	-8%	12%	-5%	-1%	3%	2%	-21%
LDHA block	-17	-2	6	-3	-10	0	-4	1	-8	-1
12-LOX inh	-9%	9%	-10%	15%	26%	-12%	1%	-39%	-4%	-5%
Pol kappa inh	3%	1%	-13%	-1%	?	-7%	4%	11%	-1%	7%
Anesthetic bind	1%	/	1%	-3%	-1%	?	-2%	/	/	-4%
Pol eta inh	1%	-14%	-4%	-5%	-14%	2%	-13%	-10%	12%	-9%
APEX1 inh	/	-12%	2%	-8%	15%	2%	-1%	10%	21%	10%
POLB inh	33%	/	25%	3%	1%	?	0%	/	/	25%
RGS4 inh	18%	-18%	16%	-9%[56.9 µM]	-1%	?	-11%	-4%	-10%	1%

11	Cc1cnc(C)c(N2CCN(C(=O)C3CCC(=O)N(CCc4cccc(F)c4)C3)CC2)n1 (stereo not given)
12	COC(=O)c1ccc(NC(=O)CCN2C(=O)NC(C)(C)C2=O)cc1
13	CCNc1nc(NCC)n2c(SCC(=O)NC34CC5CC(CC(C5)C3)C4)nnc2n1
14	Cc1ccccc1C(=O)NC1CCN(Cc2nnnn2C2CCCC2)CC1
15	c1ccc(C2NCCNC2c2ccccc2)cc1 (stereo not given)
16	CSc1nsc(SCC(=O)Nc2ccc(Cl)c(C(=O)O)c2)n1
17	CCN(CC)C(=O)Cn1c(=O)n(-c2ccc(Cl)cc2)c(=O)c2c3c(sc21)CCC3
18	C=CCn1c(COc2ccc(OC)cc2)nnc1SCn1nnc2ccccc2c1=O
19	COc1ccc(CC(=O)N2CCc3c([nH]c4ccccc34)C2c2ccc(SC)cc2)cc1 (stereo not given)
20	Cc1ccc(Cn2ncc3c(N4CCN(Cc5ccc(Cl)cc5)CC4)ncnc32)cc1

assay / entry	11	12	13	14	15	16	17	18	19	20
ERG Ets-DNA blk	-16%	-6%	3%	10%	15%	-1%	7%	/	-6%	-2%
LDHA block	-3	-3	3	2	-8	-13	-3	-4	-8	0
12-LOX inh	14%	1%	-21%	0%	199%[activator]	-18%	-2%	-22%	-11%	-31%
Pol kappa inh	-3%	?	-11%	-20%	-13%	2%	-8%	1%	-5%[60.1 µM]	-3%
Anesthetic bind	-5%	/	1%	7%	/	61%[activator]	-8%	-10%	76%[activator]	-16%
Pol eta inh	-7%	-13%	-13%	5%	-13%	7%	7%	-16%	-5%	-13%
APEX1 inh	37%[activator]	-3%	3%	11%	/	10%	/	-4%	/	1%
POLB inh	46%	/	0%	40%	/	1%	-15%	-4%	16%	3%
RGS4 inh	3%	-6%	3%	19%	-38%	-8%	-9%	-19%	24%	-26%

21	CCCCOc1ccc(/C=C/C(=O)NC2=Nc3ccccc3NC(C)=C2C(=O)OCC)cc1OC
22	CCOc1nc(NC(=O)NS(=O)(=O)Oc2ccccc2)nc(-c2ccccc2)n1
23	Cc1cc(C(=O)Nc2ccc(Cl)cc2)c(C)n1-c1ccccc1
24	Nc1nc(N)c(N=Nc2ccc(Cl)cc2)c(=O)[nH]1
25	Cc1cc(OCC(=O)OCC(=O)N(C)C2CCS(=O)(=O)C2)ccc1Cl (stereo not given)
26	CCOc1ccc(Cn2c(CNS(=O)(=O)c3ccc(C(C)(C)C)cc3)nc3cccnc32)cc1
27	O=C(Nc1ccc(Br)cc1F)c1sccc1-n1cccc1
28	COc1ccc(C2CC(c3cccc(Cl)c3)=NN2c2ccc(S(N)(=O)=O)cc2)cc1 (stereo not given)
29	Nc1nnnn1/N=C/c1cccc(O)c1
30	CNC(=S)NC12CC3CC(CC(C3)C1)C2

assay / entry	21	22	23	24	25	26	27	28	29	30
ERG Ets-DNA blk	-6%	0%	-1%	0%	1%	4%	/	6%	1%	-9%
LDHA block	0	-4	0	-10	1	2	-6	2	9	-8
12-LOX inh	1%	?	i	?	13%	0%	?	-101%	0%	?
Pol kappa inh	-7%	-10%	-10%	-7%	3%	-10%[60.1 µM]	-7%	-2%	-14%	1%
Anesthetic bind	-10%	-6%	-11%	-2%	/	-21%	-18%	/	0%	?
Pol eta inh	-9%	-18%	-25%	?	-4%	-16%	-6%	-16%	-3%	-9%
APEX1 inh	-5%	/	2%	-5%	7%	/	-7%	12%	-3%	14%
POLB inh	-5%	-2%	0%	-2%	/	-6%	6%	/	0%	7%
RGS4 inh	-5%	-6%	6%	-16%	-1%	-7%	0%	-20%	15%	-2%

# 3 entries already listed, sorted by the value under ERG Ets-DNA blk, ascending:
No. | smiles | ERG Ets-DNA blk
22 | CCOc1nc(NC(=O)NS(=O)(=O)Oc2ccccc2)nc(-c2ccccc2)n1 | 0%
25 | Cc1cc(OCC(=O)OCC(=O)N(C)C2CCS(=O)(=O)C2)ccc1Cl (stereo not given) | 1%
28 | COc1ccc(C2CC(c3cccc(Cl)c3)=NN2c2ccc(S(N)(=O)=O)cc2)cc1 (stereo not given) | 6%

# Additional compounds
31	O=C(c1ccccc1)N(Cc1nc2ccccc2c(=O)[nH]1)C1CCCC1
32	COc1ccc(/C=C2\SC(=O)N(CCNC(=O)Cn3cnnn3)C2=O)cc1
33	O=C(CSc1nc(C2CC2)nc2ccccc12)Nc1ccc2c(c1)OCCO2
34	Cc1ccc(C)c(NC(=O)CN(C)C(=O)c2ccc3[nH]c4c(c3c2)CC(C)CC4)c1 (stereo not given)
35	O=C(O)c1cccc(-c2nnn(Cc3ccccc3Cl)n2)c1
36	Cc1c(Cl)cccc1NC(=O)CNC(=O)C1CC(=O)N(C2CCCC2)C1 (stereo not given)
37	C=CCSc1cc(C)nc2c(-c3ccccc3)cnn12
38	CCn1ncc(C2=NOC(C(=O)NCc3ccccc3)C2)c1C (stereo not given)
39	COc1ccc(OC)c(C2C(C#N)=C(N)Oc3c2c(C)nn3-c2ccc(C)cc2)c1 (stereo not given)
40	CCCCc1ccc(NC(=S)N2CCN(C)CC2)cc1

assay / entry	31	32	33	34	35	36	37	38	39	40
ERG Ets-DNA blk	-1%	-9%	2%	4%	-9%	-2%	5%	-6%	1%	14%
LDHA block	4	1	0	3	-4	-7	-1	-4	-5	3
12-LOX inh	2%	?	-29%	12%	0%	23%	201%[activator]	-5%	0%	22%
Pol kappa inh	1%	-9%	4%	-20%	-22%	-2%	-27%	-7%	-1%	8%
Anesthetic bind	-18%	-22%	-21%	/	-14%	/	-11%	5%	-13%	-20%
Pol eta inh	-16%	7%	-10%	-19%	5%	-1%	-16%	-11%	-8%	6%
APEX1 inh	?	3%	-4%	-16%	5%	31%	0%	-3%	1%	-6%
POLB inh	40%	-18%	15%	/	3%	/	-3%	-1%	33%	78%
RGS4 inh	-21%	-18%	9%	?	?	5%	-19%	-23%	23%[11.4 µM]	-26%

41	Cc1cccc(C(=O)OC(C)CN2C(C)CCCC2C)c1 (stereo not given)
42	O=C(CCSc1nnc(-c2ccco2)o1)Nc1ccc(F)cc1
43	Cc1cc(OCC(=O)OC(C)C(=O)Nc2ccc(N3CCOCC3)cc2)ccc1Cl (stereo not given)
44	Cc1ccn2c(=O)nc(SCC(=O)c3ccccc3)nc2c1

assay / entry	41	42	43	44
ERG Ets-DNA blk	-4%	12%	16%	-3%
LDHA block	-12	-7	-1	-2
12-LOX inh	106%[activator]	15%	-7%	-23%
Pol kappa inh	-5%	-12%	-13%	-22%
Anesthetic bind	4%	-6%	/	/
Pol eta inh	0%	-15%	-10%	20µM*
APEX1 inh	-13%	-6%	4%	-10%
POLB inh	10%	21%	/	/
RGS4 inh	-21%[56.9 µM]	-8%	-14%	-43%

# Compound activity from PubChem.
